Assay outcomes (PubChem)
MITF TRPM1 inh – inhibitors of MITF-dependent TRPM1 promoter reporter, primary screen, cell-based, SK-MEL-5, single point, luciferase | 330,000 compounds, 0.83% hits | SK-MEL-5 TRPM1 promoter luciferase, 24 h | AID 488899, 2010 | inhibition, % at 12.5 µM;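 active means mean inhibition across replicates of 60% or more, whatever share of single replicates reaches that level; inconclusive means some that reach 60%, reason not given; inactive means mean inhibition across replicates below 60%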; further: values of inactives mirror those of a sister screen read the other way
NR2E3 ag-1 – NR2E3 agonists in two-hybrid cells, primary screen, cell-based, luminescence, CHO-S, Gal4-NCOR/VP16-NR2E3 | 360,000 compounds, 0.35% hits | luciferase | Photoreceptor-specific nuclear receptor (Homo sapiens), Q9Y5X4 | inhibition of corepressor binding, % at 3.98 µM | AID 602229, 2012;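 active means inhibition above the mean of all tested compounds plus 3 SD, cut at about 70% in these data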;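 further: 0% = DMSO with NR2E3 transfected cells and 100% = cells lacking NR2E3 construct; higher means lower luciferase signal from less NR2E3 corepressor binding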
Target sequence (Q9Y5X4 whole entry, looked up, the tested form may be a part): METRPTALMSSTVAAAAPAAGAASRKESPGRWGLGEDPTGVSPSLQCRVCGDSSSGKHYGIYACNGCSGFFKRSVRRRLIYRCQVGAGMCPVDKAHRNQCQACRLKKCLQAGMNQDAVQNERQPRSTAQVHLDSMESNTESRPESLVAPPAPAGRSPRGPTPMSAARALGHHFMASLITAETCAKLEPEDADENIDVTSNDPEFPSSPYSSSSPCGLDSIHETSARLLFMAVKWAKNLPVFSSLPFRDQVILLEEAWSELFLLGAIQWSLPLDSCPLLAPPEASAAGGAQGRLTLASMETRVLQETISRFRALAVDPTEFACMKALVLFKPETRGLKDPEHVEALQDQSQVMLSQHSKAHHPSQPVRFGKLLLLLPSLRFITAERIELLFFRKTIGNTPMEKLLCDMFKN
PDI turbidity – inhibitors of human PDI, primary screen, biochemical, turbidity, single point, plate reader; inhibition, % at 10 µM; 350,000 compounds, 0.052% hits; PDI insulin aggregation turbidity, A650, 90 min;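 active means mean inhibition across replicates of 30% or more, whatever share of single replicates reach that level; inconclusive means mean inhibition below 30% while every single replicate reaches 30%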;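 further: absorbance from insulin aggregation driven by PDI reduction with DTT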
NR2E3 ag-2 – inhibitors of NR2E3-RetCOR corepressor binding, primary screen, NR2E3 agonist project, biochemical, TR-FRET, GST-NR2E3, biotin-RetCOR; Photoreceptor-specific nuclear receptor (Homo sapiens), Q9Y5X4; 1536-well; inhibition of corepressor binding, % at 4.78 µM; AID 2300, 2010; 320,000 compounds, 0.12% hits;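 active means percent inhibition above the cutoff of mean plus 3 SD of all tested compounds, set per screening campaign, cut at about 20% in these data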;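 further: 0% = DMSO wells and 100% = biotin wells as full block of FRET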
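Test system – NR2E3–RetCOR corepressor complex · Quantity – NR2E3 fusion 1.35 nM · Buffer or medium – Tris pH 7.5 · Incubation – Compound–protein incubation for 5 h at 4 °C · Technique – TR-FRET, Eu(K)-anti-GST donor, streptavidin-D2 acceptor, ex 340, em 617/671 nm · Evaluation – percent inhibition of 671/617 nm emission ratio versus biotin and DMSO controls · Plate – 1536-well format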
Shn3 inh set2 – reduction of Shn3 3'UTR firefly luciferase signal, primary screen, Schnurri-3 inhibitor project, cell-based, Clone20 osteoblasts, set 2 | Clone20 osteoblast Shn3 3'UTR firefly luciferase, 24 h | 360,000 compounds, 0.52% hits | inhibition, % at 12.5 µM;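 active means mean inhibition of at least 75% with every replicate also reaching 75%; inconclusive means mean inhibition at least 75% but some replicate below; inactive means mean inhibition below 75%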;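 further: 0% = median of neutral control wells and 100% = pilot-screen positive control compound; some compounds past the cut are filed as inactive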
CaV13 ICDI inh – Primary screen for inhibitors of IQ motif and Ca2+-dependent inactivation inhibitor domain binding in CACNA1D, Förster resonance energy transfer in living cells, …; HEK cells, CFP/YFP FRET ICDI-IQ, plate reader, 10 min; percent FRET-ratio fall versus neutral wells; inhibition, % at 12.3 µM; 340,000 compounds, 0.098% hits; AID 743397;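 active means mean replicate inhibition of at least 30% and at least 1% of replicates passing that level; inconclusive means only one of the two criteria is met; inactive means neither criterion is met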;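 further: 0% = median of the neutral control wells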
HIF-2a inh – HIF-2a reporter inhibitors, primary screen, luminescence, 786-0 RCC cells. 786-0 RCC cells HIF-2a reporter, luciferase luminescence, overnight. inhibition, % at 18.8 µM. 360,000 compounds, 0.72% hits;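 active means inhibition of the luminescence signal of 40% or more relative to plate controls, in a single-dose primary screen at 18.75 µM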
Peg3 promoter – Peg3 promoter-driven luciferase inhibitors, primary screen, cell-based, HeLa, luciferase luminescence | HeLa PEG-Prom luciferase reporter, overnight | inhibition, % at 20 µM | 360,000 compounds, 1.7% hits | AID 588405, 2011;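 active means inhibition of at least 50% at 20 µM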
hiPSC survival – enhancers of single-cell hiPSC survival, primary screen, ATPlite luminescence. 100% = ROCK inhibitor wells, 0% = DMSO. AID 602274, 2012. 360,000 compounds, 0.044% hits. survival enhancement, % at 20 µM; in the data active means survival enhancement above about 18%;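 further: cells exposed to compounds for 16 hours before the ATP read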
Cardio protect – cardioprotection against H2O2-induced cell death, primary screen, uHTS, H9c2 cells, ATPLite luminescence; H9c2 cardiomyocytes, H2O2 injury protection, 2 h; protection from H2O2 cell death, % at 20 µM; 360,000 compounds, 0.63% hits; AID 588492, 2011;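 active means compounds giving at least 50% protection of heart cells from peroxide-induced death in the single-dose screen, raw or plate-pattern-corrected value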;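 further: 0% = DMSO wells with peroxide and 100% = DMSO wells without peroxide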
HTR2A ag – mouse Htr2a agonists via beta-arrestin recruitment, primary screen, cell-based, luminescence; CHO-K1 mHTR2A beta-arrestin complementation; percent of 30 µM serotonin response; activation, % at 7.6 µM; 360,000 compounds, 0.66% hits;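 active means activation above a run cutoff, the mean activation of all tested compounds plus 3 SD, cut at about 14% in these data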;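 further: 0% = plate median of compound wells and 100% = 30 µM serotonin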
Target sequence (P35363 whole entry, looked up): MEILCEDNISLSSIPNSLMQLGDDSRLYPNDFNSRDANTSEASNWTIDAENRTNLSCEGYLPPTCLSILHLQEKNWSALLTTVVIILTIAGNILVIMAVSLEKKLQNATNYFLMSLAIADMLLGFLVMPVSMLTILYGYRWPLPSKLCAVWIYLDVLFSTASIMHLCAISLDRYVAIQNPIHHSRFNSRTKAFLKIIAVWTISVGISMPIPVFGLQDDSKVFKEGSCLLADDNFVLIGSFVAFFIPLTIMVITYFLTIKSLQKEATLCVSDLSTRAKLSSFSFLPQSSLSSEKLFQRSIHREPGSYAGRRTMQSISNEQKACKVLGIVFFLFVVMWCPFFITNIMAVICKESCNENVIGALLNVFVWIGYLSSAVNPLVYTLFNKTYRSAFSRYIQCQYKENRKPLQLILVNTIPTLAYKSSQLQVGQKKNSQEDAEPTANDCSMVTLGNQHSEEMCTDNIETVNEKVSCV
* hit, by the source's call; ? = inconclusive; · = not tested or not shown.

Fields – MITF TRPM1 inh	NR2E3 ag-1	PDI turbidity	NR2E3 ag-2	Shn3 inh set2	CaV13 ICDI inh	HIF-2a inh	Peg3 promoter	hiPSC survival	Cardio protect	HTR2A ag
CCN1CCN(C(=O)N(Cc2ccc(Cl)cc2)S(=O)(=O)c2ccc(C)cc2)CC1
 : 6	-7	-1	-2	-4	-6	5	-4	0.8	5	3
O=C(Nc1cccc2ncccc12)C(c1ccccc1)c1ccccc1
 : -16	-15	2	-2	-2	-3	8	11	1.2	18	1
COC(=O)[C@H](Cc1ccccc1)NS(=O)(=O)N[C@@H](Cc1ccccc1)C(=O)OC
 : -1	-20	4	3	24	-2	16	-6	-1.4	13	-6
CCOc1ccccc1Oc1coc2cc(OCC(=O)O)ccc2c1=O
 : -1	-3	0	-1	-21	-4	7	2	1.5	-1	-2
CCC1=NN(C(=O)c2ccccc2O)C(O)(c2ccccc2)C1 (stereo not given)
 : 25	14	-5	3	-9	-4	-36	22	0.5	12	7
Cc1ccc(NC(=O)c2cc(S(=O)(=O)N3CCCC3)c[nH]2)c(C)c1
 : 11	8	-1	4	-1	-5	6	-8	0.3	-1	-6
CCCCN(C(=O)c1ccc2c(c1)OCCO2)c1c(N)n(CC(C)C)c(=O)[nH]c1=O
 : 1	9	-1	-1	-7	-14	12	-5	-0.5	3	0
Nc1nc(Br)c2c(F)cccc2c1-c1ccc(F)cc1
 : -2	2	4	2	-21	-7	2	10	-1.0	7	-9
Cc1noc(C)c1COc1cccc(C(=O)Nc2ccc(C#N)cc2)c1
 : 2	-7	2	1	23	-5	-8	3	1.9	1	-6
Cc1cc(C)cc(N2C(=O)CCN(Cc3ccccc3)C2=O)c1
 : 7	-9	11	3	4	-20	15	12	-0.4	-2	-5
O=C(O)c1ccc(Cl)c(S(=O)(=O)N2CCCC2)c1
 : -5	-26	-1	3	-2	-13	41*	8	0.6	-13	7
O=C1CS(=O)(=O)N(Cc2cccc(F)c2)c2ccc(Br)cc21
 : 2	0	-3	3	-13	-6	1	14	0.4	-2	-6
CC1(C(=O)NCc2cccc(C(F)(F)F)c2)CCN1Cc1ccc(-c2ccccc2)o1 (stereo not given)
 : ·	16	6	·	30	-5	4	18	1.1	-8	-3
CC(=O)Nc1ccc(NC(=O)CSc2nnnn2-c2ccc3c(c2)OCCO3)cc1
 : 2	20	-9	0	-12	-14	13	27	2.7	-12	5
COc1ccccc1NC(=O)c1c(C)nc2ccccc2c1C(=O)O
 : 7	-15	-4	0	-8	3	-1	7	-0.6	2	-1
CC1CC(C)CN(C(=O)COC(=O)c2ccc[nH]c2=O)C1 (stereo not given)
 : -1	-4	?	0	5	·	9	0	1.3	13	6
COc1ccc(Cl)cc1N(CC(=O)Nc1ccccc1C(=O)N1CCCC1)S(C)(=O)=O
 : 7	6	14	-1	-3	-2	14	-4	-0.7	3	7
CSC(=NC#N)N1CCN(C(=NC#N)SC)CC1
 : 1	14	-9	0	-6	13	-4	5	3.2	5	2
COc1cc(N/C(N)=N/c2nc(C)cc(C)n2)c(OC)cc1Cl
 : 8	-17	9	4	45	-4	14	1	3.1	-9	0
Cc1ccc(OC(=O)C2CCN(C(=O)c3ccccc3C)CC2)c(Br)c1
 : 10	-11	-7	-1	3	-2	4	-6	0.2	-8	-1
Cn1c(-c2sc3cc(C(F)(F)F)cnc3c2-c2ccccn2)n[nH]c1=S
 : -9	-25	-4	-3	-11	-3	6	15	-0.2	-7	0
COc1cc(OC)c(/C=N/NC(N)=S)cc1Br
 : 2	-18	-3	-3	5	-2	-21	14	1.8	6	10
C=CCNC(=O)CSc1ncc2c(n1)-c1c(csc1SC)CC2
 : ·	-13	4	3	·	-4	24	18	-0.6	0	0
CCCCCC(=O)Nc1sc(C)c(C)c1C#N
 : -11	4	-2	1	-8	-3	-71	-49	-0.9	-4	2
C=CCOc1c(Br)cc(CNc2ccc(NC(=O)C(C)C)cc2)cc1OCC
 : -4	-13	-21	4	3	-3	11	-4	1.2	-4	2
O=C1N(CN2CCC3(CC2)OCCO3)c2ccccc2C12OCCCO2
 : 10	1	9	2	2	-4	10	11	0.5	-4	4
CCOc1ccc(N2C(=O)Nc3ccccc3C2(O)C(=O)NCc2ccco2)cc1 (stereo not given)
 : 0	-7	1	0	42	-4	10	0	-0.3	6	-6
O=C(Nc1nc(-c2ccccn2)cs1)Nc1ccc(F)cc1F
 : -1	70*	-2	0	13	-7	-205	-136	-0.4	46	-11
C/C(=N/NC(=O)c1ccncc1)c1ccccc1
 : -3	-15	1	-1	-26	-5	-12	-37	1.2	-2	-4
CCC(=O)NC(=S)Nc1ccc(NC(=O)c2cc3ccccc3o2)c(OC)c1
 : -8	4	14	0	-11	-5	-96	-100	-0.6	-9	1

Reprinted from the results shown, two compounds:
Fields – MITF TRPM1 inh	NR2E3 ag-1	PDI turbidity	NR2E3 ag-2	Shn3 inh set2	CaV13 ICDI inh	HIF-2a inh	Peg3 promoter	hiPSC survival	Cardio protect	HTR2A ag
CCN1CCN(C(=O)N(Cc2ccc(Cl)cc2)S(=O)(=O)c2ccc(C)cc2)CC1
 : 6	-7	-1	-2	-4	-6	5	-4	0.8	5	3
O=C(Nc1cccc2ncccc12)C(c1ccccc1)c1ccccc1
 : -16	-15	2	-2	-2	-3	8	11	1.2	18	1

Among those listed so far, 2 have an aryl thioether with sulfur outside any ring:
Fields – MITF TRPM1 inh	NR2E3 ag-1	PDI turbidity	NR2E3 ag-2	Shn3 inh set2	CaV13 ICDI inh	HIF-2a inh	Peg3 promoter	hiPSC survival	Cardio protect	HTR2A ag
CC(=O)Nc1ccc(NC(=O)CSc2nnnn2-c2ccc3c(c2)OCCO3)cc1
 : 2	20	-9	0	-12	-14	13	27	2.7	-12	5
C=CCNC(=O)CSc1ncc2c(n1)-c1c(csc1SC)CC2
 : ·	-13	4	3	·	-4	24	18	-0.6	0	0

New compounds follow.
SMILES | MITF TRPM1 inh | NR2E3 ag-1 | PDI turbidity | NR2E3 ag-2 | Shn3 inh set2 | CaV13 ICDI inh | HIF-2a inh | Peg3 promoter | hiPSC survival | Cardio protect | HTR2A ag
CCOC(=O)C1(Cc2cccc(OC)c2)CCN(Cc2cccc(OC)c2O)CC1 | 6 | -17 | -2 | 7 | 49 | -1 | 22 | 7 | -0.4 | -12 | 0
CCOC(=O)CCC(=O)c1c(C)oc2ccc(OC)cc12 | 8 | -4 | -6 | -3 | 19 | -4 | 16 | -7 | 1.6 | 1 | -9
CC(C)(C)OC(=O)C[C@H]1C/C=C\C[C@@H](CC(=O)N(CCO)Cc2ccccc2)C(=O)N2CCC[C@H]2COC1=O | -19 | 18 | 0 | · | 10 | -6 | -4 | 6 | -1.0 | 24 | 0
CC(NC(=O)CCc1ccccc1)c1cc2c(cc1Cl)OCCO2 (stereo not given) | 8 | -11 | -6 | 0 | 28 | -3 | 9 | 18 | -1.7 | -5 | -3
CCOc1ccc2c(c1)s/c(=N\S(=O)(=O)c1ccc(OC)cc1)n2C(F)F | 11 | -10 | 9 | 0 | 27 | -5 | -2 | 21 | -0.1 | -19 | -6
Cc1ccc(C2/C(=C(\O)c3c(C)nc4ccccn34)C(=O)C(=O)N2CCN(C)C)o1 (stereo not given) | 2 | 21 | 0 | 2 | -14 | 7 | 7 | 3 | 0.4 | -2 | 2
c1ccc(Cc2nn3c(COc4ccccc4)nnc3s2)cc1 | -6 | 3 | -3 | -1 | 5 | -7 | -142 | -31 | -0.2 | -1 | -17
CC(C)C(C(=O)Nc1sc2c(c1C#N)CCCCC2)N1C(=O)c2ccccc2C1=O (stereo not given) | 8 | 13 | 3 | -5 | 8 | 0 | 18 | 2 | 2.8 | -12 | 12
c1csc(Cc2nc(-c3ccc(-n4cccc4)cc3)no2)c1 | -68 | -35 | 6 | 1 | 0 | -8 | -271 | -120 | -0.5 | -4 | -1
O=C(CN1C(=O)/C(=C/c2ccco2)SC1=S)NC1CCS(=O)(=O)C1 (stereo not given) | 0 | -8 | -2 | 5 | -9 | -8 | 10 | -2 | -0.4 | 2 | -6
COc1ccc2c(c1)C(=O)OC2CC(=O)O (stereo not given) | -1 | -2 | -44 | -2 | -1 | -5 | 7 | 12 | -1.3 | 2 | -3
CN(CCc1ccccn1)C(=S)Nc1ccc(Cl)c(Cl)c1 | -24 | -9 | 2 | 1 | 28 | -3 | -24 | -28 | 1.6 | -1 | 0
CC[C@@H]1Cc2[nH]c(=O)[nH]c(=O)c2[C@H](c2ccc(Cl)cc2)O1 | · | 2 | · | · | · | -4 | 10 | · | 0.3 | · | 9

This is a random part of the collection. About 3.9% of those tested had a hit in this group.
